Growth percent in the NCI-60 one-dose screen (48 h, 10 µM unless noted): 100 = growth as untreated, 0 = no growth, -100 = all killed.
SF-268: SF-268 CNS cancer cells | actives 3.1% (n = 82,000)
SF-539: SF-539 CNS cancer. AID 1794752. actives 6.8% (n = 81,000)
U251: U251 CNS tumor cells; actives 5.4% (n = 80,000); AID 1794753
SF-295: SF-295 CNS cancer cells. actives 5.6% (n = 79,000)
A498: A498 renal cancer cells. actives 5.4% (n = 76,000). AID 1794774
NCI-H23: NCI-H23 lung cancer; actives 4% (n = 80,000)
CAKI-1: CAKI-1 renal cancer | actives 4.7% (n = 75,000) | AID 1794772
SNB-75: SNB-75 CNS cancer; actives 5% (n = 79,000); AID 1794750
SNB-19: SNB-19 CNS cancer cells | AID 1794751 | actives 2.5% (n = 81,000)
* marks the source's active call; other numbers are inactive results; · = not tested or not shown; & = joins results of further samples. How the source made its calls: active means growth percent below 10; inactive means the rest.

Compound	SF-268	SF-539	U251	SF-295	A498	NCI-H23	CAKI-1	SNB-75	SNB-19
CC1=NN(c2ccccc2)C(=O)C1N=Nc1ccc(S(=O)(=O)Nc2nnc(C)s2)cc1 (stereo not given)	104	107	100	108	88	98	95	91	109
CN1C(=O)/C(=C/c2nc(-c3cccc(F)c3)n3ccccc23)c2ccccc21	92	71	57	87	·	84	68	·	77
S=c1[nH]c2ccccc2s1	96&99&90	91&107&91	89&106&95	94&103&101	70&109&101	95&110&88	87&108&74	72&87&74	99&102
O=C(Nc1ccc2c(c1)OCCO2)C(=O)c1c[nH]c2ccc(F)cc12	104	97	97	96	84	100	92	95	107
CCCCc1[nH]c(-c2cc(N)ccc2Cl)c2c1C(=O)CCCC2	103	97	100	93	108	94	77	94	95
Nc1cccc(C(=O)O)c1C(=O)O	107&110	108&105	94&98	114&102	94&107	103&103	88&133	88&99	94&113
Clc1ccc(Cc2nc3ccccc3[nH]2)cc1	97	92	94	101	78	96	83	101	97
CC(=O)OCC1OC(OC(C)=O)C(OC(C)=O)C(OC(C)=O)C1OC(C)=O (stereo not given)	99&108	103&100	96&96	98	86&112	96&107	100&97	99&67	106&102

Compound	SF-268	SF-539	U251	SF-295	A498	NCI-H23	CAKI-1	SNB-75	SNB-19
COc1cc(-c2nn(C(C)(C)C)cc2-c2ccnc(NCCCNS(=O)(=O)c3cccc4ccccc34)n2)ccc1F	81	99	80	79	96	89	63	78	86
COc1ccc2c(c1)/C(=C\c1cn(C)c3ccccc13)C(=O)N2	103	102	98	116	110	85	94	74	97
O=C(O)C(Cc1ccccc1)N1C(=O)CSC1=S (stereo not given)	95	98	104	98	78	98	93	82	93
N=C(N)c1ccc(OCCCCCOc2ccc(C(=N)N)cc2)cc1	54	73	29	15	50	44	52	57	55
COc1ccc(-c2c(NC(=O)Nc3ccc(S(=O)(=O)Nc4nccs4)cc3)cnn2-c2ccc(S(N)(=O)=O)cc2)cc1	100	104	98	109	90	107	·	71	100
O=C(c1ccccc1)c1ccccc1C(=O)N(CCO)CCO	108	108	101	111	94	99	93	·	103
O=c1nc(-c2ccccc2)c2cc(-c3ccc(N4CCOCC4)nc3)ccc2[nH]1	94	87	88	101	76	89	·	83	86
COc1cccc(C(=O)Nc2ccc(-c3nc4ccccc4[nH]3)cc2)c1	89	107	89	158	94	95	86	80	94

9 of the compounds above, with two lines to a compound:
Each structure is followed by: SF-268 | SF-539 | U251 | SF-295 | A498 | NCI-H23 | CAKI-1 | SNB-75 | SNB-19
CCCCc1[nH]c(-c2cc(N)ccc2Cl)c2c1C(=O)CCCC2
    103 | 97 | 100 | 93 | 108 | 94 | 77 | 94 | 95
Nc1cccc(C(=O)O)c1C(=O)O
    107&110 | 108&105 | 94&98 | 114&102 | 94&107 | 103&103 | 88&133 | 88&99 | 94&113
Clc1ccc(Cc2nc3ccccc3[nH]2)cc1
    97 | 92 | 94 | 101 | 78 | 96 | 83 | 101 | 97
CC(=O)OCC1OC(OC(C)=O)C(OC(C)=O)C(OC(C)=O)C1OC(C)=O (stereo not given)
    99&108 | 103&100 | 96&96 | 98 | 86&112 | 96&107 | 100&97 | 99&67 | 106&102
COc1cc(-c2nn(C(C)(C)C)cc2-c2ccnc(NCCCNS(=O)(=O)c3cccc4ccccc34)n2)ccc1F
    81 | 99 | 80 | 79 | 96 | 89 | 63 | 78 | 86
COc1ccc2c(c1)/C(=C\c1cn(C)c3ccccc13)C(=O)N2
    103 | 102 | 98 | 116 | 110 | 85 | 94 | 74 | 97
O=C(O)C(Cc1ccccc1)N1C(=O)CSC1=S (stereo not given)
    95 | 98 | 104 | 98 | 78 | 98 | 93 | 82 | 93
N=C(N)c1ccc(OCCCCCOc2ccc(C(=N)N)cc2)cc1
    54 | 73 | 29 | 15 | 50 | 44 | 52 | 57 | 55
COc1ccc(-c2c(NC(=O)Nc3ccc(S(=O)(=O)Nc4nccs4)cc3)cnn2-c2ccc(S(N)(=O)=O)cc2)cc1
    100 | 104 | 98 | 109 | 90 | 107 | · | 71 | 100

Going on with the list.
Compound	SF-268	SF-539	U251	SF-295	A498	NCI-H23	CAKI-1	SNB-75	SNB-19
O=c1[nH]cncc1OCc1ccccc1	103	97	99	89	125	107	96	89	98
COc1cccc2cc(N(C)c3ncnc4ccccc34)ccc12	30	-28*	11	11	-7.4*	15	11	35	32
C=C1C(=O)O[C@H]2[C@H]1CC/C(COC(=O)c1cc3cc(OC)ccc3[nH]1)=C\CC[C@@]1(C)O[C@@H]21	-83*	-93*	-98*	47	-95*	-73*	-95*	-69*	-64*
COc1cc[n+]([O-])cc1	106	102	93	105	120	104	101	96	99
O=C(Nc1ccc(Cl)cc1)c1ccc(Cl)cc1Cl	95	95	85	87	88	91	88	99	92
CCCc1cc2cc(-n3nc(C)c4c3CC(C)(C)CC4=O)cc(NC3CCS(=O)(=O)CC3)c2c(=O)[nH]1	83	63	65	38	66	39	45	102	56
Cc1nn(-c2ccc([N+](=O)[O-])cc2)c2ncnc(N/N=C/c3cccc([N+](=O)[O-])c3)c12	84	49	58	61	·	63	71	·	78
Cc1ccc(NC(=S)N/N=C/c2c(-c3ccc(S(C)(=O)=O)cc3)nc3ccccn23)cc1	82	19	68	83	16	·	82	42	95

Compound	SF-268	SF-539	U251	SF-295	A498	NCI-H23	CAKI-1	SNB-75	SNB-19
COc1ccc(-c2nc3c(ncc4ccc(=O)[nH]c43)s2)cc1	77	84	82	88	42	79	68	102	105
CCC(=O)Oc1ccc(/C=N/NC(N)=S)nc1	25	·	27	97	52	27	-2.0*	41	73
CCOC(=O)c1csc(NC(=O)COc2ccc(/C=C3\Oc4ccccc4C3=O)cc2)n1	88	96	91	102	119	86	91	81	88
CC(=O)O[C@@H]1C[C@@]2(C)[C@@H](CC[C@]2(O)C(C)=O)[C@@H]2CC[C@@H]3[C@@H](Cl)C(=O)CC[C@]3(C)[C@H]21	89	·	96	103	51	90	93	70	96
N#Cc1c(-c2ccccc2)cc(-c2ccccc2)n(Cc2ccc(C(=O)O)cc2)c1=O	100	98	91	100	·	99	98	·	100
COc1ccc(-c2c(N)n[nH]c2-c2cc(OC)c3c(c2)OCCO3)cc1	80	·	78	·	71	88	70	57	85
CC(=O)Nc1ccc2c(c1)c(NC(C)=O)nn2C(=O)Nc1ccc(Cc2ccccc2)cc1	47	81	70	54	91	27	49	106	·
CC(=O)c1nn(-c2ccc(C)cc2)cc1C(=O)c1cc2c(ccc3ccccc32)oc1=O	100	94	104	92	124	91	·	66	93

Compound	SF-268	SF-539	U251	SF-295	A498	NCI-H23	CAKI-1	SNB-75	SNB-19
O=S(=O)(O)c1cc(O)c2c(S(=O)(=O)O)cccc2c1	110	109	112	115	121	92	98	·	109
CCOC(=O)c1c(N)nn2c(-c3ccccc3)cc(C)nc12	107	98	103	107	128	98	94	103	101
COc1ccccc1C(=O)c1ccccc1	97	102	97	95	84	101	98	93	116
CCSc1ccc([C@@H]2[C@@H](N)C(=O)N2c2cc(OC)c(OC)c(OC)c2)cc1	55	-23*	28	10	3.9*	36	·	36	32
CC1OC2CC(=O)OC2C2=C1C(=O)c1c(O)cccc1C2=O (stereo not given)	-93*	-89*	-45*	-8.7*	·	-90*	-83*	-100*	16
COc1ccc(-c2ccc(-c3ccc(C(=N)N)cc3)s2)cc1Cl	20	-59*	-62*	-37*	90	61	-88*	100	24
O=C1C[C@H](N2C(=O)CCC2=O)[C@H]2CO[C@@H]1O2	93	103	105	100	116	100	87	82	104
C[C@]12CC[C@@H]3c4ccc(O)cc4CC[C@H]3[C@@H]1CC[C@@H]2NS(=O)(=O)c1cccc(F)c1	71	80	·	·	67	67	60	63	82

Compound	SF-268	SF-539	U251	SF-295	A498	NCI-H23	CAKI-1	SNB-75	SNB-19
O=C(/C=C/c1cccs1)c1ccc(Cl)s1	107	91	93	98	·	96	87	93	103
CCC(=O)c1cc(C(=O)OC)c2ccc3c4ccccc4ccc3n12	89	88	22	78	136	85	43	47	67
CC(C)N1C(=O)NC2C1NC(=O)N2C(C)C (stereo not given) (tested in a mixture with another compound)	107	118	95	98	105	100	94	102	110
O=c1[nH]c2cc(O)ccc2n2cc3c(F)cccc3c12	19	17	28	15	40	40	-8.8*	·	42
O=C(Nc1ncc(Cc2ccc(Cl)cc2)s1)C1=NCCCN1	101	97	99	101	104	93	90	104	113
O=C(Nc1cccc(-c2cc(=O)c3ccccc3o2)c1)c1ccc2c(c1)OCO2	108	95	98	98	86	101	92	90	96
CN(C)c1ccnc(NCCCSC(c2ccccc2)(c2ccccc2)c2ccccc2)c1	79	42	6.6*	17	90	63	31	63	·
COc1cc(/C=C/C(=O)c2ccc(Cl)cc2)cc(CN2CCCC2)c1O	91	96	85	101	76	97	94	88	95

Compound	SF-268	SF-539	U251	SF-295	A498	NCI-H23	CAKI-1	SNB-75	SNB-19
C=C1C(=O)O[C@H]2[C@H]1CC/C(COC(=O)NCc1c[nH]c3ccc(OC)cc13)=C\CC[C@@]1(C)O[C@@H]21	45	-23*	9.8*	64	94	52	-2.2*	63	64
CCN(C(=O)N(CC)c1ccccc1)c1ccccc1	103&103	110&96	94&106	105&94	100&80	94&98	97&93	102&83	116&95
CCOC(=O)C(=Cc1ccc(-c2ccccc2)cc1)C(=O)OCC	37	21	21	53	108	39	86	38	55
Nc1ccc(Cl)c([N+](=O)[O-])c1	97	101	99	97	90	111	79	89	108
O=C(Nc1ccc(-c2nc3ccccc3s2)cc1N1CCOCC1)c1ccccn1	49	52	54	75	77	80	62	84	27
N=c1c(S(=O)(=O)c2ccccc2)cc2c(=O)n3ccccc3nc2n1CC1CCCO1 (stereo not given)	100	96	108	112	84	100	85	74	103
Clc1ccc2c(Nc3ccc4oc(NCCN5CCOCC5)nc4c3)ccnc2c1	104	102	109	95	99	96	96	105	103
Cc1ccc(C(=O)Cn2c(=O)c3nnc(C)n3c3ccccc32)cc1	109	101	94	93	80	108	83	76	92

Compound	SF-268	SF-539	U251	SF-295	A498	NCI-H23	CAKI-1	SNB-75	SNB-19
Nc1nc(=O)c2ccccc2c(=O)[nH]1	96	98	101	99	108	102	91	84	98
OC1C2CCC(C2)C1CN1CCCCC1 (stereo not given)	99	108	118	112	100	102	101	87	100
O=C(Cn1c(=O)[nH]c2ccccc2c1=O)NCc1n[nH]c(=S)o1	108	96	99	94	95	100	85	50	95
CC(C)c1ccccc1O	104	97	99	113	82	94	111	97	104
Cc1noc2c(Cc3ccccc3)nn(CC(=O)N/N=C/c3ccc(F)cc3)c(=O)c12	63	67	43	26	-20*	78	33	9.0*	32
CC(C)CCNC(=O)Cn1ccc2ncccc2c1=O	113	120	102	103	124	92	86	84	96
Cn1c(NN)nc(-c2ccco2)c(C#N)c1=O	99	99	102	107	110	45	97	104	96
Cc1csc(/N=C(N)/N=C(\N)c2ccccc2)n1	100	104	98	101	93	101	96	97	104

Two records picked at random from those above, as already listed:
Compound	SF-268	SF-539	U251	SF-295	A498	NCI-H23	CAKI-1	SNB-75	SNB-19
CC(C)c1ccccc1O	104	97	99	113	82	94	111	97	104
Cc1noc2c(Cc3ccccc3)nn(CC(=O)N/N=C/c3ccc(F)cc3)c(=O)c12	63	67	43	26	-20*	78	33	9.0*	32

Additional entries follow.
Compound	SF-268	SF-539	U251	SF-295	A498	NCI-H23	CAKI-1	SNB-75	SNB-19
CCOc1ccc(N=Cc2ccc(N(C)C)cc2)c(O)c1	85	99	·	75	102	67	83	106	84
CCCCCCCCCCCCCCCCCCCCCC(=O)OCC(F)(F)C(F)(F)C(F)(F)C(F)(F)C(F)(F)C(F)(F)C(F)(F)C(F)(F)C(F)(F)C(F)F	110	102	111	108	103	104	107	84	103
CSc1c(-c2nc3ccccc3s2)c(N)nc2c(C(=O)Nc3ccc(Cl)cc3)c(Nc3ccccc3)nn12	99	94	107	102	·	90	90	96	101
COc1ccc2nc(CCC(=O)Nc3ccccc3)c(CC(=O)Nc3ccccc3)cc2c1	89	93	91	96	103	97	93	101	104
Cc1cc(Nc2cccc(C(F)(F)F)c2)n2c(nc3ccccc32)c1C#N	51	41	12	54	·	25	39	59	41
O=C1C2C3C=CC(CC3)C2S(=O)(=O)C2C3C=CC(CC3)C12 (stereo not given)	94	102	112	83	93	105	102	92	106

From PubChem BioAssay
